# Screens from PubChem BioAssay.
# CIT2-GFP yeast – yeast TOR pathway CIT2-GFP modulation | GFP response vs DMSO, % at 10 µM | S. cerevisiae CIT2-GFP strain, flow cytometry, 3 h; 100 means same as DMSO wells | hit rate 0.065% among 320,000;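 active = GFP response relative to DMSO above a set limit, near the screen mean plus 3 SD, cut at about 150% in these data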;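 also: ratio of well median GFP fluorescence to mean of DMSO wells on the plate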
# GRK2 inh – inhibitors of human GRK2 displacing RNA aptamer; hit rate 0.59% among 330,000; AID 488847; bead flow cytometry, FAM-aptamer displacement from GRK2; inhibition of aptamer binding, % at 10 µM; P25098;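 active = inhibition of aptamer binding above 40%, roughly 3 SD of noise, on plates passing a quality check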;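 also: median bead fluorescence of bound FAM aptamer so fluorescent compounds give negative values; no value below 0 was filed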
# Target sequence (P25098 whole entry, looked up): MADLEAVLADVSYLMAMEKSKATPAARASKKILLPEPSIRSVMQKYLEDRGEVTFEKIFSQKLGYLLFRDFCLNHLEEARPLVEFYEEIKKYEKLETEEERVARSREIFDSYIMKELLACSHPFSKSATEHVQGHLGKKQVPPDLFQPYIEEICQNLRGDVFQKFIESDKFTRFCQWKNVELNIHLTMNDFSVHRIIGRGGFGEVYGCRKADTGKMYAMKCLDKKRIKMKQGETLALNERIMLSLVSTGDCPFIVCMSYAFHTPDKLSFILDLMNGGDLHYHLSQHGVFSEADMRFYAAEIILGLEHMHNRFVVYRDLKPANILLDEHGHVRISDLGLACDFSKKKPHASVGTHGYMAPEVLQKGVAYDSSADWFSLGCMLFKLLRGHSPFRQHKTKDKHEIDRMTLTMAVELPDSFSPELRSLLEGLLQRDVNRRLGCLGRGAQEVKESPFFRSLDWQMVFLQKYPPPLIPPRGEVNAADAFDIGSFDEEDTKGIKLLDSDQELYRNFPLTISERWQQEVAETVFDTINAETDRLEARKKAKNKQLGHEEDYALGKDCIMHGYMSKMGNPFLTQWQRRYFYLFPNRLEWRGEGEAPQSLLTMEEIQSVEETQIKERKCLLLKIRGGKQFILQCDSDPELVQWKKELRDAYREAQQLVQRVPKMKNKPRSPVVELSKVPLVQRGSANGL
# AGP1-GFP MLPCN – yeast TOR pathway AGP1-GFP modulation | S. cerevisiae AGP1-GFP multiplex flow cytometry, 3 h; GFP as percent of DMSO wells | GFP response vs DMSO, % at 10 µM | hit rate 0.02% among 320,000;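 active = GFP response relative to DMSO above a set limit, near screen average plus 3 SD, cut at about 150% in these data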;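 also: median GFP channel fluorescence of the gated AGP1 strain per well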
# RPL19A-GFP yeast – modulators of TOR pathway RPL19A-GFP in S. cerevisiae; percent response vs DMSO, % at 10 µM; AID 2025; hit rate 0.3% among 330,000; S. cerevisiae RPL19A-GFP strain, flow cytometry, 3 h; hits give low values;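 active = percent response vs DMSO below 50%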;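 also: median channel GFP fluorescence of the barcoded RPL19A-GFP strain; ratio of sample median GFP to plate DMSO average so 100% = DMSO; lower means less RPL19A-GFP as with rapamycin TOR inhibition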
# MEP2-GFP yeast – yeast TOR pathway MEP2-GFP modulation. S. cerevisiae MEP2-GFP strain, flow cytometry GFP, 3 h; 100% = DMSO control level. GFP response vs DMSO, % at 10 µM. hit rate 0.51% among 330,000. AID 2016;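 active = GFP response versus DMSO above a set limit, roughly screen mean plus 3 SD, cut at about 180% in these data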;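 also: median GFP fluorescence of the barcode-gated MEP2-GFP cells per well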
# LAP4 TOR yeast – alters LAP4-GFP fluorescence in TOR pathway yeast screen; S. cerevisiae LAP4-GFP multiplex, flow cytometry GFP, 3 h; median GFP as percent of DMSO wells; hit rate 0.34% among 320,000; GFP response vs DMSO, % at 10 µM;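 active = GFP response vs DMSO above a set limit, about the screen mean plus 3 SD, cut at about 150% in these data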
# VLA-4 inh – inhibition in a human VLA-4 binding assay; P13612; VLA-4 expressing cells, ligand binding flow cytometry; inhibition, % (about 7 µM as worked out from the volumes in the protocol); hit rate 0.2% among 330,000; in the data active = inhibition above about 50%
# JMJD2C inh – human JMJD2C demethylase inhibition; hit rate 0.069% among 330,000; GST-JMJD2C(1-420) H3K9me3 demethylation, DELFIA europium; inhibition, % at 2.35 µM;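 active = more than half of a compound's replicate wells show inhibition beyond 50%, single wells judged on their own value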;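 also: signal counts dimethyl H3K9 product captured on neutravidin plate; 0% = median of DMSO wells and 100% = 0.3 times that DMSO median; strong numbers were not always called active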
# * = called active by the depositor; x = no result given; & = joins results of further samples.
SMILES,CIT2-GFP yeast,GRK2 inh,AGP1-GFP MLPCN,RPL19A-GFP yeast,MEP2-GFP yeast,LAP4 TOR yeast,VLA-4 inh,JMJD2C inh
CCc1nc(N2CCN(C(C)=O)CC2)c2c3c(sc2n1)CCCC3,101,3,99,104,112,96,2,-1
COc1cc(/C=C2/C(=N)N3C=CSC3=NC2=O)ccc1OCCCOc1cc(C)ccc1C,101,1,99,96,107,103,-8,8
CCN(CC)S(=O)(=O)c1cccc(C(=O)Nc2cccc(C)c2)c1,94,0,101,97,105,x,-6,7
Cc1cc(C(=O)CSc2n[nH]c(N)n2)c(C)n1C1CC1,118,0,x,105,110,110,-1,0
O=C(CN(CCc1ccccc1)S(=O)(=O)c1ccc(Cl)cc1)N/N=C/c1ccc2c(c1)OCO2,103,0,102,103,107,91,12,-5
S=c1[nH]nc(CNc2cccc(Cl)c2)o1,105,2,108,99,109,105,0,-11
Cn1c(SCC(=O)NCc2ccc3c(c2)OCO3)nnc1C1COc2ccccc2O1 (centres undefined),109,0,102,100,107,103,-3,3
O=C(O)c1cc(N/N=C/C=C/c2ccccc2)ccc1Cl,119,3,116,103,104,97,6,2
O=C(NCCc1ccccc1)C1CC(=O)N(C2CCCC2)C1 (centres undefined),110,3,101,101,105,94,5,17
CN(C)S(=O)(=O)N1CCC(Oc2ccc(C(=O)N3C[C@H]4CC[C@H]3C4)cc2)CC1,97,0,101,104,90,88,2,2
Cc1ccc(NC(=O)Cc2nc(CCl)cs2)cc1,103,4,97,102,94,86,10,-2
CCn1c2ccccc2c2cc(NC(=O)CSc3nccc(=O)[nH]3)ccc21,90,1,92,93,92,100,-2,-5
COc1ccc(S(=O)(=O)N(C)c2ccc(C(=O)N3CCN(C)CC3)cc2)cc1,x,1,96,109,113,82,9,-20
CC1CC(=S)Nc2ccccc2N1C(=O)Nc1ccccc1 (centres undefined),102,3,101,103,100,98,4,3
COc1ccccc1NC(=O)CSc1nccc(-c2ccco2)n1,93,0,85,95,96,105,8,-2
O=C(Cn1cc([N+](=O)[O-])cn1)N1CCN(Cc2ccc3c(c2)OCO3)CC1,97,0,96,96,106,91,-3,-6
COc1ccc(Cn2c(-c3ccccc3)nc3c(c(=O)c4ccccc4n3C)c2=O)cc1,107,0,110,111,106,95,-1,-21
COc1ccc(Cl)cc1NC(=O)COC(=O)c1ccc(Cl)nc1,91,0,98,95,98,109,-4,x
COc1ccc(S(=O)(=O)NCCN2CCOCC2)cc1[N+](=O)[O-],102,0,100,99,100,95,11,4
COc1cc(NC(=O)c2cccs2)c(C(=O)OCC(=O)NC(=O)NCc2ccccc2)cc1OC,104,0,101,98,106,105,1,2
Cc1cccc(NCC(=O)N/N=C/c2ccc(Br)cc2)c1,84,2,97,89,88,106,3,2
COc1cc(NC(=S)NCc2cccnc2)cc(OC)c1,105,4,100,105,104,94,13,-2
COc1ccc(Nc2ncnc3c2cnn3Cc2ccccc2)cc1,94,1,91,94,93,97,5,10
COc1ccc(-c2nc(CS(=O)(=O)CC(=O)NCc3ccc4c(c3)OCO4)c(C)o2)cc1,105,0,100,103,111,99,0,3

# Retrieved one by one from the list above:
SMILES,CIT2-GFP yeast,GRK2 inh,AGP1-GFP MLPCN,RPL19A-GFP yeast,MEP2-GFP yeast,LAP4 TOR yeast,VLA-4 inh,JMJD2C inh
CC1CC(=S)Nc2ccccc2N1C(=O)Nc1ccccc1 (centres undefined),102,3,101,103,100,98,4,3
COc1ccc(S(=O)(=O)NCCN2CCOCC2)cc1[N+](=O)[O-],102,0,100,99,100,95,11,4
Cc1cc(C(=O)CSc2n[nH]c(N)n2)c(C)n1C1CC1,118,0,x,105,110,110,-1,0
COc1cc(NC(=S)NCc2cccnc2)cc(OC)c1,105,4,100,105,104,94,13,-2

# Carrying on:
SMILES,CIT2-GFP yeast,GRK2 inh,AGP1-GFP MLPCN,RPL19A-GFP yeast,MEP2-GFP yeast,LAP4 TOR yeast,VLA-4 inh,JMJD2C inh
Cn1c(=O)c2c(nc(-n3ccnc3)n2Cc2ccc(Cl)cc2Cl)n(C)c1=O,x,0,99,96,93,97,-5,25
COc1ccc(NC(=O)COC(=O)CNC(=O)C2CCCCC2)cc1OC,98,0,102,99,104,100,2,-2
CCC1CCCCN1C(=S)NC(=O)c1cc(S(=O)(=O)N2CCOCC2)ccc1C (centres undefined),106,0,106,99,102,104,3,-2
CN(C)C(=O)c1c(NC(=O)c2ccccc2)sc2c1CCC2,117,0,111,106,102,84,0,-6
CC(C)=NNC(=O)CN1C(=O)NC2NC(=O)NC21 (centres undefined),100,0,101,105,169,115,13,0
COc1ccc(OC)c(CNC(=O)CCC(=O)N2Cc3cccc(OC)c3Oc3ncccc32)c1,101,3,109,101,98,98,4,8
Cc1ccc(Nc2ncnc3c2cnn3C)cc1,100,0,97,99,101,93,-25,13
Cc1ccc(NS(=O)(=O)c2cccc(C(=O)NCC(c3ccc(F)cc3)N3CCOCC3)c2)cc1 (centres undefined),94,1,106,96,93,93,16,4
COc1ccc(CN2CCCC(C(=O)N3CCCC3)C2)cc1 (centres undefined),96,0,95,95,87,83,2,2
COc1ccc(S(=O)(=O)NCC2CCCO2)cc1C(=O)O (centres undefined),96,2,91,101,104,91,13,-8
OCC1(CCOc2ccccc2)CCN(CC2=Cc3cc(Cl)ccc3OC2)CC1,100,0,101,96,100,118,0,-15
CC(C)CCNc1nc(N2CCCC2)c2c(c1C#N)CCN(C)C2,106,0,102,104,102,96,-6,-10
COc1ccc(C)cc1N(CC(=O)N1CCCCCC1)S(=O)(=O)c1ccccc1,101,0,86,92,82,86,0,2
COCCn1c(NCc2ccco2)nc2c1c(=O)[nH]c(=O)n2C,87,5,94,97,91,95,-6,5
C(=C\c1ccccc1)/C=N/N1CCN(c2ccccn2)CC1,101,6,92,95,92,102,13,8
CCOC(=O)c1cn2nc(Oc3ccc(OC)cc3)ccc2n1,98,0,102,95,95,109,4,-15
O=C(Nc1ccccc1)NC1CC2CCC(C1)N2Cc1nnnn1Cc1ccc2c(c1)OCO2 (centres undefined),98,0,107,96,157,104,12,-1
O=C(Cc1ccc([N+](=O)[O-])cc1)N1CCCc2ccccc21,93,4,99,102,96,103,-17,-10
COC(=O)c1ccc(NC(=O)COc2ccc(S(=O)(=O)N3CCCCC3)cc2)cc1,88,3,x,92,95,90,1,-4
CC(C)[C@H](NC(N)=O)C(=O)NCCc1ccc(Cl)cc1,102,0,99,99,97,94,-7,9
O=C(NCC(=O)N(c1ccccc1F)C(C(=O)NC1CCCC1)c1ccco1)c1ccco1 (centres undefined),99,0,100,105,106,99,27,9
Cc1ccc(S(=O)(=O)N2CCC(=O)N2)cc1,102,1,x,101,102,104,-1,8
CCCC(=O)Nc1nnc(SCC(=O)Nc2nc(C)cs2)s1,94,4,83,102,99,84,7,-9
CC(C)(C)SCCNC(=O)c1ccc(Cl)c(S(=O)(=O)N2CCOCC2)c1,85,2,92,89,94,85,6,-3
CCN(c1ccccc1)S(=O)(=O)c1ccc(C(=O)Nc2nnc(-c3ccco3)o2)cc1,97,0,93,98,98,88,-4,-1
COC(=O)c1cc(C)cc(=O)o1,96,0,112,106,105,123,-2,-1
COc1ccccc1Cn1c(=S)[nH]c2cc(C(=O)NCCN(C)C)ccc2c1=O,104,0,100,105,113,100,-22,8
Cc1ccc(S(=O)(=O)NCCn2nc(C)cc2C)cc1,108,0,104,104,106,104,1,6
Cc1ccc(NC(=O)Cn2nnc(-c3ccc4c(c3)OCO4)n2)cc1F,96,0,93,95,95,93,1,2
CCN(CC)CCNC(C(=O)Nc1cccc(C(C)=O)c1)c1ccccc1 (centres undefined),95,0,98,99,103,106,5,-16
CC1=C(C(=O)Nc2ccccn2)C(c2ccc(N(C)C)cc2)n2ncnc2N1 (centres undefined),102,3,98,103,104,105,10,-7
O=C(CSc1nc2ccc(Nc3nc(N4CCOCC4)nc(N4CCOCC4)n3)cc2s1)Nc1ccccc1F,94,3,98,114,101,73,-1,3
Cc1ccc2c(c1)N(CC(=O)NC1CCCC1)C(=O)CO2,98,0,97,102,104,92,-6,-6
O=c1[nH][nH]cc1C=Nc1ccccc1Cl,101,0,109,108,101,99,2,7
COc1ccc(CCN(Cc2cc3cc(C)ccc3[nH]c2=O)C(=O)N2CCCC2)cc1OC,94,0,106,101,97,x,-6,-7&-7
O=NNc1nc2ccccc2n1Cc1ccccc1,96,0,99,101,111,103,-18,-9
CC1C(=O)CCN(C(C)(C)C)C1C (centres undefined),107,2,103,101,111,110,4,5
COc1ccc(C(=O)NC2=NCCS2)c(OC)c1,102,2,103,102,104,96,1,2
CCn1ccnc1CNC(=O)CC1C(=O)NCCN1Cc1ccc(F)cc1Cl (centres undefined),94,0,84,101,105,101,4,5
CC1(C)Cc2ccccc2C(=NCCCC(=O)O)N1,94,0,95,92,95,89,-7,-1
CCOC(=O)c1c(C)oc2ccc(OC(=O)N3CCOCC3)cc12,108,5,98,100,105,91,-11,10
Cc1c(NC(=O)c2cc(-c3ccc(Cl)cc3)on2)c(=O)n(-c2ccccc2)n1C,93,0,98,95,83,93,6,6
O=C(CSc1nc2c(sc3ccccc32)c(=O)n1CCO)NCc1ccco1,99,4,96,94,98,98,2,7
COC(=O)Cn1ccc2cc(S(=O)(=O)N3CCCCC3)ccc21,106,0,99,95,104,99,-6,-31
Cc1cc(N2C(=O)C(=O)/C(=C(/O)c3ccc(Cl)cc3)C2c2cccc(Br)c2)no1 (centres undefined),81,4,91,89,92,96,24,7
CC(C)[C@H](N)c1nnc(SC/C=C/c2ccccc2)o1,100,1,99,100,102,99,4,-2
CCn1ncc(S(=O)(=O)N2CCN(c3cccc(OC)c3)CC2)c1C,103,2,106,103,106,105,8,7
Clc1cccc(Oc2cnns2)c1Cl,101,2,104,99,98,82,29,-13
COc1ccc(NC(=O)CCCCC(=O)Nc2ccc(OC)cc2OC)c(OC)c1,103,1,109,101,103,133,-9,-7
Cc1nc(=O)cc(-c2ccccc2)n1-c1ccccc1,106,1,111,106,111,108,12,-8
Cc1noc(C)c1-c1nc(CSc2ccccc2)no1,79,0,98,95,94,117,1,-2
CCOC(=O)c1ccccc1NC(=O)CSc1nnc(C)c(=O)[nH]1,106,0,109,105,102,94,14,-8
CN(C(=O)COC(=O)CCC(=O)c1ccccc1)c1c(N)n(Cc2ccccc2)c(=O)[nH]c1=O,96,0,102,91,88,97,-11,-9
Cc1cnc(C(=O)Nc2nc(-c3ccccc3)cs2)cn1,92,16,92,100,97,92,5,3
Cc1ccc(CSCC(=O)N(C)CC(=O)Nc2ccccc2Cl)cc1,76,0,81,93,91,92,-11,-2
O=C(Nc1cnccn1)Nc1ccc(Cl)cc1Cl,107,0,99,107,106,95,5,5
COC(=O)c1sc(N2C(=O)C(O)=C(C(=O)c3ccc(C)o3)C2c2cc(OC)ccc2OC)nc1C (centres undefined),89,3,93,103,110,108,6,-32
O=C(O)CSc1nnc(-c2ccc(Cl)cc2Cl)n1-c1ccc(Br)cc1,112,2,99,106,97,82,6,6
O=c1c2ccccc2ncn1-c1ccc(Cl)cc1,102&92,0&0,101&102,103&93,99&88,97&101,-13&-4,-2&11
CN(C)S(=O)(=O)c1cc(NC(=O)CN2CCCc3ccccc32)ccc1Cl,102,8,116,93,94,102,-105,-1
COc1ccc(NC(=O)c2ccccc2-c2ccccc2)c(C)c1,91,0,89,90,97,89,3,-1
O=C(O)CCC(=O)N1CCc2cc(S(=O)(=O)NC3CCCc4ccccc43)ccc21 (centres undefined),110,0,112,99,103,94,17,9
CC(=O)Oc1ccc(C(=O)Cc2ccccn2)c(O)c1,98,5,94,100,93,95,5,20
